Screening results deposited in PubChem BioAssay by several laboratories.
MK inhibit = inhibitors of Streptococcus pneumoniae mevalonate kinase; purified MK, PK/LDH-coupled NADH absorbance 340 nm; inhibition, % at 10 µM; 65,000 compounds, 0.48% hits; AID 555;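 active = ranked among the strongest by inhibition in the single 10 µM screen, a fixed top-ranked set picked for dose follow-up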; note: no value below 0 was filed
HPDE-C7 cytotoxicity = cytotoxicity in HPDE-C7 cells, cell-based, fluorescence, HTS (AID 430). HPDE-C7 pancreatic duct cells viability, fluorescence; higher % means a stronger effect. one-dose cytotoxicity, % at 10 µM; EC50 in µM for titrated hits. 63,000 compounds, 1.8% hits;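 note: cells exposed to compound for 48 hours before viability readout; 0% = vehicle and 100% = reference cytotoxic drug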
KRASV12 cytotoxicity = viability loss of HPDE-C7K cells – cell-based, fluorescence, HTS, primary screen (AID 431) | 63,000 compounds, 1.7% hits | HPDE-C7K KRASV12 cells, Alamar Blue viability, 48 h; higher % means a stronger effect | cytotoxicity, % at 10 µM; hits with a dose series show EC50 in µM;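 active = compounds whose percent cytotoxicity in the single-dose primary screen, scaled between solvent and toxic-drug controls, exceeds 50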;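 note: 0% = DMSO solvent wells and 100% = doxorubicin-treated wells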
Alkaline phosphatase = human TNAP enzyme inhibitors, biochemical, luminescent (AID 518); purified TNAP enzyme, luminescent substrate readout; higher % means a stronger effect; inhibition, % at 20 µM; hits with a dose series show IC50 in µM; 64,000 compounds, 0.09% hits; in the data active = a potency from the dose series; inactive = the rest, 99 in 100 with inhibition below about 22%;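 note: plate controls were vehicle for no effect and reference inhibitor for full effect; many of its hits are not listed in these tables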
PMK inhibit = blocks S. pneumoniae phosphomevalonate kinase; purified PMK, PK/LDH-coupled NADH absorbance 340 nm; inhibition, % at 10 µM; 65,000 compounds, 0.49% hits;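 active = top-ranked compounds by inhibition in the single 10 µM screen, taking a fixed number of the strongest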;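 note: 0% = full reaction with DMSO carrier and 100% = background rate without enzyme reaction; no value below 0 was filed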
LYP inhibition = LYP phosphatase inhibitors, primary screen, biochemical, DiFMUP fluorescence, recombinant catalytic domain, 10 µM (AID 606); inhibition, % at 10 µM, or IC50 in µM where a hit was titrated; 52,000 tested, under 10 active; recombinant LYP catalytic domain, DiFMUP fluorescence; higher % means a stronger effect;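 active = IC50 under 40 µM in the dose-response test; inactive = IC50 of 40 µM or more, or never dose-tested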
Bfl-1 displacement = Bfl-1 inhibitors, primary screen, biochemical, fluorescence polarization, FITC-Bid, mouse (AID 432). 64,000 compounds, 0.02% hits. displacement, % at 20 µM, or IC50 in µM where a hit was titrated. FITC-Bid BH3 peptide fluorescence polarization displacement; higher % means a stronger effect; in the data active = a potency from the dose series; inactive = the rest, 99 in 100 with displacement below about 15%; note: strong numbers were not always called active
Spn DPM-DC inh = S. pneumoniae DPM-DC inhibition; purified DPM-DC, PK/LDH coupled NADH fluorescence; AID 556; calls only at 10 µM; 65,000 compounds, 0.49% hits;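 active = the 320 compounds with the highest percent inhibition in the single-dose primary screen, excluding strongly autofluorescent ones, cut at about 32% in these data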;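 note: kinetic rate of NADH fluorescence loss reporting ADP formed by the decarboxylase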
HT1080 viability = HT1080 cell viability loss – fluorescence readout (AID 620); HT1080 viability, fluorescence; higher % means a stronger effect; cytotoxicity, % at 10 µM, or EC50 in µM where a hit was titrated; 87,000 compounds, 0.42% hits;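 note: cells exposed to compound overnight then 4 h with Alamar Blue; 0% = vehicle DMSO and 100% = killing control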
PMK inhibit pilot replicates = recorded beside PMK inhibit, whose call it bears; inhibition, %; measured here: pilot screen replicates
MK inhibit pilot replicates = second read-out of MK inhibit, no call of its own (marks repeat the call); inhibition, %; measured here: pilot screen replicates
Spn DPM-DC inh pilot screen % = second read-out of Spn DPM-DC inh, no call of its own (marks repeat the call); inhibition, %; measured here: pilot screen trials
The depositor's hits bear a star; i = inactive; nt = no result given. Cut-off read from the data, not from the text of the source, unless noted: active = cytotoxicity above about 50%; inactive = the rest.

SMILES	MK inhibit	HPDE-C7 cytotoxicity	KRASV12 cytotoxicity	Alkaline phosphatase	PMK inhibit	LYP inhibition	Bfl-1 displacement	Spn DPM-DC inh	HT1080 viability	others
c1ccc(CCc2ccccc2-c2nc(-c3ccccn3)no2)cc1	0	-28%	-10%	10%	9	0%	0%	i	3%
CCOC(=O)c1ccc(-n2c(-c3ccco3)nc3ccccc3c2=O)cc1	0	-6%	-13%	7%	7	nt	2%	i	-9%
COc1ccc(NC(=O)c2oc3ccccc3c2NC(=O)COc2ccccc2OC)c(OC)c1	2	18%	0%	14%	7	nt	-3%	nt	-4%
Cc1noc(C)c1C(=O)NCCCc1ccccc1	4	1%	2%	4%	0	1%	-1%	i	5%
CC(C)OC(=O)CSc1nc2cccnc2n1C1CCCCC1	10	-5%	0%	13%	7	3%	0%	i	8%	PMK inhibit pilot replicates=4.5;MK inhibit pilot replicates=0.0;Spn DPM-DC inh pilot screen %=0.0
O=C1CC(c2ccccc2)C(=O)N1c1cccc(O)c1 (stereo not given)	7	3%	-2%	2%	5	15%	-4%	i	7%
CC(C)Cc1nnc(NC(=O)CCN2C(=O)c3ccccc3C2=O)s1	8	-16%	3%	8%	14	5%	8%	i	-6%
CCOC(=O)c1nnn(-c2nonc2N)c1-c1cccs1	0	2%	12%	8%	18	nt	-3%	i	-5%
CC(C)Cn1c(N)c(C(=O)COC(=O)c2ccc3ccccc3n2)c(=O)n(C)c1=O	3	2%	4%	9%	0	-8%	1%	i	-2%
N=c1c(C(=O)NCC2CCCO2)cc2c(=O)n3ccccc3nc2n1Cc1cccnc1 (stereo not given)	0	-10%	-1%	13%	5	5%	10%	nt	1%
CCCCCCn1c(SCCC)nc2c1c(=O)[nH]c(=O)n2C	6	-15%	-25%	12%	9	14%	-5%	i	-6%
C=CCOc1c(Cl)cc(C2NC(=O)NC(C)=C2C(=O)OC)cc1Cl (stereo not given)	6	-1%	-8%	9%	5	13%	-1%	i	1%

3 compounds out of the list, arranged by SMILES length, low to high:
SMILES	MK inhibit	HPDE-C7 cytotoxicity	KRASV12 cytotoxicity	Alkaline phosphatase	PMK inhibit	LYP inhibition	Bfl-1 displacement	Spn DPM-DC inh	HT1080 viability	others
Cc1noc(C)c1C(=O)NCCCc1ccccc1	4	1%	2%	4%	0	1%	-1%	i	5%
CCOC(=O)c1nnn(-c2nonc2N)c1-c1cccs1	0	2%	12%	8%	18	nt	-3%	i	-5%
COc1ccc(NC(=O)c2oc3ccccc3c2NC(=O)COc2ccccc2OC)c(OC)c1	2	18%	0%	14%	7	nt	-3%	nt	-4%

Other records.
SMILES	MK inhibit	HPDE-C7 cytotoxicity	KRASV12 cytotoxicity	Alkaline phosphatase	PMK inhibit	LYP inhibition	Bfl-1 displacement	Spn DPM-DC inh	HT1080 viability	others
CCN1CCN(c2nc3c(C)cccn3c(=O)c2/C=C(\C#N)S(=O)(=O)c2ccc(C)cc2)CC1	3	4%	9%	15%	2	4%	21%	i	-3%
Cn1c(-c2ccccc2)cc2c3no[n+]([O-])c3ccc21	7	nt	nt	0%	9	-1%	-1%	i	0%
CCN1CCN(C(c2cccc(OC)c2)c2sc3nc(C)nn3c2O)CC1 (stereo not given)	2	-6%	4%	2%	17	8%	-5%	i	4%
CCOc1ccc(-c2nc(N)ncc2-c2ccccc2)c(O)c1	2	2%	8%	16%	4	nt	2%	i	6%	PMK inhibit pilot replicates=0.5;MK inhibit pilot replicates=0.0;Spn DPM-DC inh pilot screen %=0.5
CS(=O)(=O)c1ccc2nc(NC(=O)c3cccs3)sc2c1	9	-8%	3%	10%	6	nt	-5%	i	-4%	PMK inhibit pilot replicates=1.5;MK inhibit pilot replicates=0.0;Spn DPM-DC inh pilot screen %=2.0
CN(C)/C=N/c1c(C#N)nnn1Cc1ccccc1	0	-6%	-8%	8%	9	11%	6%	i	11%
Cc1ccccc1N(CC(=O)NC1CCCC1)C(=O)CS(=O)CC(=O)Nc1ccc2c(c1)OCO2 (stereo not given)	2	-10%	-24%	2%	7	-8%	-3%	i	7%
CCCn1c(SCC(=O)N2CCN(c3ccc(OC)cc3)CC2)nc2c1c(=O)n(C)c(=O)n2C	1	nt	nt	4%	0	1%	-1%	i	8%
CCCC(c1nnnn1Cc1ccc(OC)cc1)N1CCN(c2ccccc2OC)CC1 (stereo not given)	8	11%	0%	16%	16	5%	0%	i	-1%	PMK inhibit pilot replicates=1.5;MK inhibit pilot replicates=0.0;Spn DPM-DC inh pilot screen %=0.0
CCn1c(SCc2nc(-c3ccc(OC)c(OC)c3)no2)nnc1-c1cccs1	4	9%	10%	2%	3	7%	5%	i	-3%
Cc1nc2ccc3[nH]snc3c2n1	10	-6%	5%	3%	10	nt	-1%	i	4%
CCCOc1ccc(/C(O)=C2/C(=O)C(=O)N(CCOC)C2c2cccnc2)cc1 (stereo not given)	4	0%	-10%	4%	4	nt	3%	i	-19%
COCCNC(=O)Cc1cn(C)c2ccccc12	5	3%	-10%	14%	0	15%	-6%	i	nt
O=C(CN1C(=O)CCS(=O)(=O)c2ccccc21)Nc1cccc(F)c1	1	-8%	-9%	9%	0	-1%	3%	i	5%	PMK inhibit pilot replicates=0.0;MK inhibit pilot replicates=0.0;Spn DPM-DC inh pilot screen %=0.0
COc1cc2[nH]c(=O)n(CCCCCC(=O)NCCCN3CCC(C)CC3)c(=O)c2cc1OC	4	4%	-7%	6%	6	11%	-1%	i	7%
Cc1ccc(C(=O)NCc2ccco2)cc1S(=O)(=O)N1CCCCC1	10	-22%	-20%	8%	9	nt	-13%	i	4%
CCOC(=O)N1CCN(C(=O)CC(=O)Nc2ccc3nc4n(c(=O)c3c2)CCCCC4)CC1	6	-3%	-7%	7%	8	3%	-1%	i	-2%
CC1=C(C(=O)Nc2ccccc2)C(c2cccs2)n2nnnc2N1 (stereo not given)	13	1%	-8%	15%	7	-9%	-10%	i	8%
COc1ccc(-c2nnc(NC(=O)c3cc(C)on3)s2)cc1	1	2%	-2%	6%	4	15%	-4%	i	2%
O=C(O)CSCC(=O)Nc1ccc(S(=O)(=O)N2CCCCC2)cc1	5	4%	9%	13%	8	nt	-8%	i	-10%
CCOC(=O)c1ccc(NC(=O)CN(C)S(=O)(=O)c2ccc(OC)cc2)cc1	12	5%	0%	11%	9	5%	-9%	i	6%
CC(C)C(=O)Nc1cccc(C(=O)NCCc2ccc(S(N)(=O)=O)cc2)c1	12	0%	-13%	20%	7	9%	4%	i	-3%
COc1cccc(C(=O)NCC2CCCO2)c1 (stereo not given)	0	-8%	-2%	2%	0	2%	0%	i	nt
Cc1ccc(Cn2c(SCC(=O)Nc3cccc(C)n3)nc3c2c(=O)n(C)c(=O)n3C)cc1	13	10%	1%	6%	13	7%	-8%	i	2%
O=C(O)c1ccc2[nH]c3c(c2c1)CSCC3	3	2%	-20%	9%	0	4%	-3%	i	5%
CCOC(=O)c1cccc(NC(=O)c2cnc3ccccc3n2)c1	8	1%	-8%	12%	10	15%	-3%	i	11%
O=C(NCCN1CCOCC1)c1cn(CCc2ccccc2)nn1	4	-16%	-6%	1%	7	-9%	-5%	i	11%
O=C1CN=C(Nc2cccc(C(F)(F)F)c2)N1C1CCCC1	6	-19%	-11%	9%	1	11%	-2%	i	-3%	PMK inhibit pilot replicates=2.5;MK inhibit pilot replicates=4.0;Spn DPM-DC inh pilot screen %=1.5
COc1cccc(-c2nn(C)c3sc(C(=O)NCc4ccc(C)o4)cc23)c1	7	29%	31%	7%	5	nt	4%	i	2%
C=CCOc1cccc(C2/C(=C(/O)c3ccc(Cl)cc3)C(=O)C(=O)N2CCN2CCOCC2)c1 (stereo not given)	13	nt	nt	6%	4	-1%	9%	i	7%
Cn1c(=O)n(-c2cccc(Cl)c2)c(=O)n1C	16	-2%	16%	12%	1	16%	1%	i	3%
O=C(NC1CCCCC1)c1ccc(S(=O)(=O)NCc2ccco2)cc1	1	-2%	0%	1%	9	-5%	3%	i	4%
CCCC(=O)NC(C)C(c1cccs1)N1CCN(C)CC1 (stereo not given)	0	-17%	-18%	-3%	15	-8%	-6%	i	0%
CC(C)(C)NCc1cc2ccccc2[nH]c1=O	0	3%	1%	14%	8	8%	0%	i	14%	PMK inhibit pilot replicates=5.0;MK inhibit pilot replicates=0.5;Spn DPM-DC inh pilot screen %=3.0
COc1cc(NC(=O)CS(=O)(=O)c2ccc(C)cc2)cc(OC)c1OC	8	-14%	-18%	10%	6	-3%	0%	i	1%
COCC(=O)NC1CCN(C(=O)NCc2ccccc2)CC1	0	-18%	-10%	10%	20	-7%	-3%	i	2%
COc1ccccc1NC(=O)C(O)C(O)C(=O)Nc1ccccc1OC (stereo not given)	4	7%	2%	4%	10	-3%	2%	i	38%	PMK inhibit pilot replicates=7.0;MK inhibit pilot replicates=0.0;Spn DPM-DC inh pilot screen %=0.5
O=C(CCNS(=O)(=O)c1cccs1)NCc1ccco1	6	-3%	5%	5%	3	-2%	-2%	i	-14%

Structural class: the entries above with a thiophene ring, fused or not.
SMILES	MK inhibit	HPDE-C7 cytotoxicity	KRASV12 cytotoxicity	Alkaline phosphatase	PMK inhibit	LYP inhibition	Bfl-1 displacement	Spn DPM-DC inh	HT1080 viability	others
CCOC(=O)c1nnn(-c2nonc2N)c1-c1cccs1	0	2%	12%	8%	18	nt	-3%	i	-5%
CS(=O)(=O)c1ccc2nc(NC(=O)c3cccs3)sc2c1	9	-8%	3%	10%	6	nt	-5%	i	-4%	PMK inhibit pilot replicates=1.5;MK inhibit pilot replicates=0.0;Spn DPM-DC inh pilot screen %=2.0
CCn1c(SCc2nc(-c3ccc(OC)c(OC)c3)no2)nnc1-c1cccs1	4	9%	10%	2%	3	7%	5%	i	-3%
CC1=C(C(=O)Nc2ccccc2)C(c2cccs2)n2nnnc2N1 (stereo not given)	13	1%	-8%	15%	7	-9%	-10%	i	8%
COc1cccc(-c2nn(C)c3sc(C(=O)NCc4ccc(C)o4)cc23)c1	7	29%	31%	7%	5	nt	4%	i	2%
CCCC(=O)NC(C)C(c1cccs1)N1CCN(C)CC1 (stereo not given)	0	-17%	-18%	-3%	15	-8%	-6%	i	0%
O=C(CCNS(=O)(=O)c1cccs1)NCc1ccco1	6	-3%	5%	5%	3	-2%	-2%	i	-14%
